# Anthrax LF inh2: anthrax lethal factor protease inhibition; P15917; multiplex microsphere protease cleavage assay, LF; inhibition, % at 10 µM; 0.12% of 360,000 active; also: plate controls were buffer without enzyme for full effect and enzyme alone for no effect
# Mtb BioA inh: BioA (M. tuberculosis) enzyme inhibition; 0.096% of 360,000 active; inhibition, % at 9.99 µM; purified M. tuberculosis BioA enzyme, plate reader; in the data active = inhibition above about 40%; inconclusive = no clear call, values can overlap the other calls
# GDH-TPI counter: GDH-TPI coupled enzyme inhibition counter-screen; 1.2% of 360,000 active; AID 588335; GDH-TPI coupled enzyme counterscreen, NADH absorbance; inhibition, % at 4.8 µM; in the data active = inhibition above about 30%;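 also: 0% = DMSO wells and 100% = wells lacking the enzyme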
# PfHsp40 rescue: compounds rescuing yeast from Plasmodium falciparum HSP40 toxicity. 0.68% of 340,000 active. AID 504582. growth rescue, % at 12.5 µM. S. cerevisiae expressing PfHsp40, growth rescue, ATP luminescence; in the data active = growth rescue above about 28%, passing the limit was not always enough; inconclusive = no clear call, values can overlap the other calls;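 also: yeast W303a lacking pdr1 and pdr3 grown in galactose medium; growth measured after three days at 30 °C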
# BoNT-F LC inh: BoNT F light chain protease inhibition | Multiplex microsphere protease cleavage assay, flow cytometry | inhibition, % at 10 µM | 0.22% of 360,000 active | AID 588497; in the data active = inhibition above about 35%, passing the limit was not always enough; inconclusive = no clear call, values can overlap the other calls; also: plate controls were buffer without enzyme for full effect and enzyme alone for no effect
# FadD28 FP inh: inhibitors of Mycobacterium tuberculosis FadD28 bisubstrate binding; FadD28 bisubstrate probe binding, fluorescence polarization; inhibition, % at 12.5 µM; 0.22% of 360,000 active; AID 588549; in the data active = inhibition above about 8.5%, passing the limit was not always enough; inconclusive = no clear call, values can overlap the other calls
# Mtb UGM inh: inhibitors of M. tuberculosis UDP-galactopyranose mutase; 0.06% of 320,000 active; inhibition, % at 10 µM; P9WIQ1; purified UGM, fluorescence polarization probe displacement; in the data active = inhibition above about 10%, passing the limit was not always enough; inconclusive = no clear call, values can overlap the other calls
# Target sequence (P9WIQ1 whole entry, looked up): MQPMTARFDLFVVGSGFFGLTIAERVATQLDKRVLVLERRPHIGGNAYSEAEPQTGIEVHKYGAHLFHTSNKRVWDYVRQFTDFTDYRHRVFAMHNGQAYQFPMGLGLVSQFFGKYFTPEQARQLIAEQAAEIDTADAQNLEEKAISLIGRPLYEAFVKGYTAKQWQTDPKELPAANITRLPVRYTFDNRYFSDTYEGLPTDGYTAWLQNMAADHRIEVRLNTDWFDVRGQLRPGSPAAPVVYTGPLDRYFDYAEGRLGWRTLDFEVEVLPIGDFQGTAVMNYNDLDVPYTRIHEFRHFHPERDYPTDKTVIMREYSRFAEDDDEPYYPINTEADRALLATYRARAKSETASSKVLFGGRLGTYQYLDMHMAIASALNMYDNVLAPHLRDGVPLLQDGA
# BoNT A protease: inhibitors of Botulinum neurotoxin A light chain protease; inhibition, % at 10 µM; 0.17% of 360,000 active; multiplex microsphere protease substrate cleavage, flow cytometry; also: plate controls were buffer without enzyme for full effect and enzyme alone for no effect
# FBA Mtb inh: inhibitors of M. tuberculosis fructose-bisphosphate aldolase. P9WQA3. purified M. tuberculosis FBA, fluorescence read-out. inhibition, % at 1 µM. 2.3% of 360,000 active. AID 588726; in the data active = inhibition above about 27%;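 also: 0% = vehicle and 100% = reference inhibitor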
# Target sequence (P9WQA3 whole entry, looked up): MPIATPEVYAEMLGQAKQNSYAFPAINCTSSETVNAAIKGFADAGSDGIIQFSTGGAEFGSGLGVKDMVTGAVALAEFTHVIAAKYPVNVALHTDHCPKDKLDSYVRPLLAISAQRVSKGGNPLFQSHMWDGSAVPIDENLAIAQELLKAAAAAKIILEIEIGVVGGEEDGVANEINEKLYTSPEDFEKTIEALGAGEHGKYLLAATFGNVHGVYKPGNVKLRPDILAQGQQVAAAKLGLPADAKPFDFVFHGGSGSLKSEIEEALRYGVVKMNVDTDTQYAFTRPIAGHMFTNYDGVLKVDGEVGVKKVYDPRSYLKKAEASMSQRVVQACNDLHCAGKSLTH
# * = called active by the depositor; ? = inconclusive; / = not tested or not shown. Rule as the data show it, unless noted: active = inhibition above about 30%; inconclusive = no clear call, values can overlap the other calls; inactive = below that. Random draw from the library; about 4.7% have a hit in one of these screens.
# The opening 12 entries, ahead of the listing:
SMILES,Anthrax LF inh2,Mtb BioA inh,GDH-TPI counter,PfHsp40 rescue,BoNT-F LC inh,FadD28 FP inh,Mtb UGM inh,BoNT A protease,FBA Mtb inh
O=C(CCOc1ccccc1)NCc1ccccc1,1,1.3,0,0.4,-2,-2.1,2.6,-0.6,-1
Cc1[nH]nc(-c2ccc(OCc3cnn(-c4ccccc4)c3)cc2O)c1Oc1ccccc1F,-8,-2.2,15,-2.9,-10,-1.8,-0.4,-0.2,1
COc1cc(C(=O)NC2CC(C)(C)CC(C)(C)C2)ccc1OC1CCN(C(C)=O)CC1,7,1.6,-2,-0.1,?,-3.7,5.7,-4.3,0
CN1CCCC(CC2c3ccccc3Sc3ccccc32)C1 (configuration not stated),-4,1.7,12,-0.8,-8,-7.6,0.9,-0.5,5
Cc1ccc(NC(=O)CCNS(=O)(=O)c2ccc3[nH]c(=O)oc3c2)c(Cl)c1,1,-1.5,5,1.0,-3,-0.1,0.7,-1.7,11
NC(=O)COC(=O)CNC(=O)c1ccc(Cl)cc1,-11,0.2,5,0.4,1,-3.8,1.9,-1.0,3
COC(=O)C1=C(C)Nc2nnnn2C1c1ccccc1Cl (configuration not stated),1,2.3,0,1.0,?,-0.5,-0.1,0.4,9
Cc1ccc(-n2c(P(C)(=O)O)nc3ccccc32)cc1,-3,-1.1,-2,5.1,1,-4.4,0.6,1.0,-1
COc1ccc(NC2CCCN(C(=O)c3ccc4[nH]c(C)c(C)c4c3)C2)cc1 (configuration not stated),-1,1.8,-5,1.3,0,0.2,-1.5,2.8,0
CCOc1ccc(C(=O)Nc2nnc(SCC(=O)NCC3CCCO3)s2)cc1 (configuration not stated),-3,-1.5,38*,0.5,-8,-0.1,0.6,-0.8,1
CC(C)(C)c1ccc(CSc2nnc(-c3ccccn3)n2Cc2ccco2)cc1,-3,-2.3,-4,3.7,2,-4.5,2.7,-0.6,-2
COc1ccc(O)c(/C=N/NC(=O)CCC(=O)Nc2ccc(C)cc2)c1,9,3.9,4,-0.6,-1,1.2,0.9,-2.3,7

# The list itself, from the first entry:
SMILES,Anthrax LF inh2,Mtb BioA inh,GDH-TPI counter,PfHsp40 rescue,BoNT-F LC inh,FadD28 FP inh,Mtb UGM inh,BoNT A protease,FBA Mtb inh
O=C(CCOc1ccccc1)NCc1ccccc1,1,1.3,0,0.4,-2,-2.1,2.6,-0.6,-1
Cc1[nH]nc(-c2ccc(OCc3cnn(-c4ccccc4)c3)cc2O)c1Oc1ccccc1F,-8,-2.2,15,-2.9,-10,-1.8,-0.4,-0.2,1
COc1cc(C(=O)NC2CC(C)(C)CC(C)(C)C2)ccc1OC1CCN(C(C)=O)CC1,7,1.6,-2,-0.1,?,-3.7,5.7,-4.3,0
CN1CCCC(CC2c3ccccc3Sc3ccccc32)C1 (configuration not stated),-4,1.7,12,-0.8,-8,-7.6,0.9,-0.5,5
Cc1ccc(NC(=O)CCNS(=O)(=O)c2ccc3[nH]c(=O)oc3c2)c(Cl)c1,1,-1.5,5,1.0,-3,-0.1,0.7,-1.7,11
NC(=O)COC(=O)CNC(=O)c1ccc(Cl)cc1,-11,0.2,5,0.4,1,-3.8,1.9,-1.0,3
COC(=O)C1=C(C)Nc2nnnn2C1c1ccccc1Cl (configuration not stated),1,2.3,0,1.0,?,-0.5,-0.1,0.4,9
Cc1ccc(-n2c(P(C)(=O)O)nc3ccccc32)cc1,-3,-1.1,-2,5.1,1,-4.4,0.6,1.0,-1
COc1ccc(NC2CCCN(C(=O)c3ccc4[nH]c(C)c(C)c4c3)C2)cc1 (configuration not stated),-1,1.8,-5,1.3,0,0.2,-1.5,2.8,0
CCOc1ccc(C(=O)Nc2nnc(SCC(=O)NCC3CCCO3)s2)cc1 (configuration not stated),-3,-1.5,38*,0.5,-8,-0.1,0.6,-0.8,1
CC(C)(C)c1ccc(CSc2nnc(-c3ccccn3)n2Cc2ccco2)cc1,-3,-2.3,-4,3.7,2,-4.5,2.7,-0.6,-2
COc1ccc(O)c(/C=N/NC(=O)CCC(=O)Nc2ccc(C)cc2)c1,9,3.9,4,-0.6,-1,1.2,0.9,-2.3,7
CC(C(=O)NCCCc1ccccc1)n1cccc1C(=O)c1ccccc1 (configuration not stated),-3,0.1,0,-0.8,-2,-2.8,1.7,0.7,2
O=C(Nc1ccc(Cl)cc1)Nc1nnc(SCc2ccccc2)s1,-2,/,-5,-2.1,0,-3.4,0.9,0.6,-2
COc1cccc(-c2nn(-c3ccccc3)cc2CN(C)Cc2ccon2)c1,-1,-1.9,5,1.8,-1,-1.4,2.9,-0.2,2
Cc1nnc(SC(C)C(=O)NC2CCCCC2C)n1N (configuration not stated),0,/,-2,0.5,0,-3.8,1.6,2.5,-1
Cc1ccc(-c2cc(C(=O)NNC(=O)c3csc(N4CCOCC4)n3)c3ccccc3n2)cc1,-3,-2.9,28,0.7,1,-2.3,0.2,0.3,6
O=C(NCCO)C1COc2ccccc2O1 (configuration not stated),-1,-0.8,0,-0.6,4,-0.2,-1.3,-0.3,0
CC1=NN(c2ccccc2)C(=O)C1C=Nc1ccc(N(C)C)cc1 (configuration not stated),-8,-1.6,22,3.4,?,0.0,3.2,0.8,-1
NS(=O)(=O)c1ccc(CCNc2ccn3nc(-c4cccc(C(F)(F)F)c4)cc3n2)cc1,0,0.0,1,/,3,-5.8,/,0.6,13
CCN1CCN(CC(=O)Nc2nc3ccc(OC)cc3s2)CC1,-1,-1.8,4,-0.5,-2,-2.4,4.8,-0.8,2
Cc1ccc(NS(=O)(=O)c2cccc(C(=O)N3CCCCCC3)c2)cc1,-6,/,6,/,-4,-2.5,1.2,-3.7,0
O=C(Nc1ccccc1)Nc1ccc2ccccc2c1,-10,/,23,1.2,-15,-2.0,2.9,-1.0,-3
CCc1ccc2oc(-c3cccc(NC(=O)c4cccnc4)c3)nc2c1,12,3.3,-3,12,0,-4.1,3.8,0.1,3
CC1(C)CC(NC(=O)C23CCC(C)(/C(=N/O)C2)C3(C)C)CC(C)(C)N1 (configuration not stated),0,-3.7,25,1.0,-1,-1.1,-1.6,?,3
O=C(Cc1ccccc1)N/N=C/C=C/c1ccccc1[N+](=O)[O-],-11,-0.5,12,/,-9,-0.5,1.2,0.5,3
O=C(CNC(=O)c1ccc(Br)cc1)NCC(=O)OCC(=O)c1ccccc1,0,/,3,-0.9,5,-2.6,-1.9,-0.7,6
Cc1ccc(S(=O)(=O)N(C)c2ccc(C(=O)NCC3CCCO3)cc2)cc1 (configuration not stated),/,2.1,3,-0.1,/,-0.3,0.0,/,0
COc1cccc(NC2c3ccccc3C(=O)N2Cc2ccccc2Cl)c1 (configuration not stated),0,-2.6,1,-0.5,-9,-4.4,2.3,0.0,-7
Cc1cccc2cc(C3CC(c4cccs4)=NN3S(C)(=O)=O)c(Cl)nc12 (configuration not stated),6,-0.9,-3,0.7,0,-0.6,-1.3,0.2,1
CCOC(=O)c1c(-c2ccco2)csc1NC(=O)COC(=O)c1cnccn1,-2,-1.1,-4,-1.5,1,-3.1,-0.5,-4.8,5
CCOC(=O)c1c(-c2cccs2)csc1NC(=O)COC(=O)c1c(C)noc1C,-4,-7.7,8,-0.8,-3,0.8,0.3,0.1,-1
CCCCCn1c(CN2CCN(C(=O)OCC)CC2)nc2c1c(=O)[nH]c(=O)n2C,-3,9.9,0,0.0,-4,1.6,-0.5,-0.3,1
O=C(NN1CCOCC1)c1cc(-c2cccs2)nc2ccccc12,-1,-0.6,20,0.2,-4,-2.3,0.0,0.7,51*
Cc1ccn2cc(-c3cc4ccccc4oc3=O)nc2c1,-4,/,11,1.0,-3,0.6,/,0.4,-1
O=C(CNC(=O)c1ccc2c(c1)OCCO2)N/N=C/c1ccc(O)cc1O,0,-1.1,28,-1.1,-3,-0.6,-0.7,-0.3,0
Cc1ccc(/C=c2\sc3n(c2=O)CN(c2cccc(Br)c2)CN=3)o1,-2,-2.3,19,-0.7,1,-4.4,-1.4,-0.3,-1
CC(=O)c1cccc(NC(=O)Nc2cnn(Cc3ccc(Cl)cc3Cl)c2)c1,-2,-0.4,-3,0.4,-4,-0.7,-3.9,-1.2,-3
COc1ccc(S(=O)(=O)Nc2nnc(Cc3ccc(OC)c(OC)c3)s2)cc1,-6,5.1,-4,0.7,0,-4.0,0.4,-1.2,-6
COc1ccc(C(=O)Nc2ccccc2N2CCN(C(=O)c3ccccc3)CC2)cc1Br,-5,0.7,-4,-0.6,-13,-1.2,-4.4,-0.7,-2
CCN(C(=O)c1cn(C)c(=O)c2cc(OC)c(OC)cc12)c1cc(OC)ccc1OC,2,-3.1,11,1.8,-24,0.4,-0.1,-1.1,7
CCOC(=O)CNC(=O)c1cc(OC)cc(OC)c1,1,-0.8,6,-1.4,-4,0.5,1.9,0.9,4
CC(C)NC(=O)Cn1c(SCC(=O)c2ccc(F)cc2)nc2ccccc21,-5,-3.1,1,1.0,-12,-1.2,0.1,0.0,-5
COC(=O)CSc1nc(N2CCOCC2)c2c(c1C#N)CC(C)(C)N(C)C2,-4,0.7,12,0.5,2,-1.1,-1.0,-0.1,14
NS(=O)(=O)c1cccc(NC(=O)c2ccno2)c1,-1,7.6,-6,-1.4,25,0.6,0.6,-1.4,-1
CCOC(=O)N1CCC(NC(=O)CCC(=O)N2CC(C)Oc3ccccc32)CC1 (configuration not stated),0,-1.1,-13,-1.0,7,-4.3,3.1,0.1,-5
COc1ccc(Cl)cc1NC(=O)C1CCN(C(=O)Nc2ccccc2)CC1,0,0.0,-21,0.2,-8,-3.2,5.0,-0.4,-1
COC(=O)c1cccc(N(CC(=O)NC2CCCCC2)C(=O)CNC(=O)c2cccs2)c1,-5,-0.2,0,0.7,-34,0.7,-1.7,-4.5,-1
Cc1cc(-c2nnc(SCc3ccccn3)o2)no1,2,1.7,5,-0.3,0,-2.7,1.7,0.5,2
Cc1ccccc1N1CCN(Cc2nc(Cc3ccccc3)no2)CC1,-3,/,-6,1.8,0,-1.5,1.0,-0.1,-2
O=C(CSc1nnc(-c2cccnc2)o1)N1CCCCC1,4,2.3,3,0.1,-1,-0.4,0.5,0.5,2
NC(=O)c1cc2ccccc2o/c1=N/NC(=O)c1cccs1,-4,2.9,-1,-0.2,1,-3.8,1.8,-0.3,0
Cc1nn(C)cc1C1C2=C(CC(C)(C)CC2=O)N(c2ccccc2)C2=C1C(=O)CC(C)(C)C2,4,0.3,13,0.6,-7,-0.6,0.4,0.4,-5
Cc1ccc(-c2csc(/C(C#N)=C/Nc3ccc4c(c3)OCCO4)n2)cc1,0,-1.5,-7,-1.1,4,-2.7,-0.9,1.5,-2
COC(=O)CN(C)C(=O)CC1C(=O)NCCN1CC(C)(C)C (configuration not stated),2,/,7,0.1,3,-2.7,2.3,0.8,-2
O=C(NNC(=S)NCc1ccccc1)c1ccc(Br)cc1,-4,1.3,-2,-1.8,-4,0.5,-1.4,-3.1,1
O=C(c1ccc(COc2ccc3ccccc3c2)o1)N1N=C(C(F)F)CC1(O)C(F)F (configuration not stated),-6,-0.8,-1,-0.1,-11,-2.5,0.4,-1.1,-6
CC(NC(=O)c1ccccc1)C(=O)OCC(=O)c1ccc(Br)cc1 (configuration not stated),-3,0.3,5,1.1,2,-5.4,-0.9,0.2,0
C#CCOCCOCCOCCNc1nc(N2CCN(C(=O)[C@H](CCC(=O)O)n3cc([C@@H](N)[C@H](C)CC)nn3)CC2)nc(N2CCN(C(=O)[C@H](CCC(=O)O)n3cc([C@@H](N)CCSC)nn3)CC2)n1,-6,-1.3,2,-0.2,-4,2.4,0.0,-0.9,0
CC(NCc1ccc2c(c1)OCO2)C(=O)NC1CCCc2ccccc21 (configuration not stated),-9,0.5,11,-0.9,-5,-1.4,1.7,0.1,-1
